pAkt inh – inhibitors of Akt phosphorylation | Neuro2A IGF-stimulated pAkt S473 HTRF, 20 min; stronger effect = lower value | activity change, % for hits at 50 µM | hit rate 0.32% among 360,000 | AID 651550; in the data active = activity change below about -80%; inconclusive = mostly about -51% to -80%; note: % is set by controls: 0 for no effect and ±100 for the full control effect
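Neuro2A cells (4,500/well, DMEM with 0.5% FBS) were treated with compound at a single 50 µM final concentration, stimulated with 6 nM IGF for 20 min at 37 °C, and lysed. Phospho-Akt Ser473 was read by HTRF as 665/615 ratio ×10^4.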
EPAC2 agonist – activates human EPAC2 exchange factor; EPAC2 activation, biochemical qHTS; response scale: 100% = 6.5 mM cAMP response; Potency, µM (doses to about 154 µM), without a hit: top-dose activation, usual class: activators; hit rate 0.079% among 360,000; AID 720711; note: potency is the fitted concentration of half-maximal effect; nearly all actives have a fitted effect of over 50% in size
Target sequence (Q8WZA2 whole entry, looked up): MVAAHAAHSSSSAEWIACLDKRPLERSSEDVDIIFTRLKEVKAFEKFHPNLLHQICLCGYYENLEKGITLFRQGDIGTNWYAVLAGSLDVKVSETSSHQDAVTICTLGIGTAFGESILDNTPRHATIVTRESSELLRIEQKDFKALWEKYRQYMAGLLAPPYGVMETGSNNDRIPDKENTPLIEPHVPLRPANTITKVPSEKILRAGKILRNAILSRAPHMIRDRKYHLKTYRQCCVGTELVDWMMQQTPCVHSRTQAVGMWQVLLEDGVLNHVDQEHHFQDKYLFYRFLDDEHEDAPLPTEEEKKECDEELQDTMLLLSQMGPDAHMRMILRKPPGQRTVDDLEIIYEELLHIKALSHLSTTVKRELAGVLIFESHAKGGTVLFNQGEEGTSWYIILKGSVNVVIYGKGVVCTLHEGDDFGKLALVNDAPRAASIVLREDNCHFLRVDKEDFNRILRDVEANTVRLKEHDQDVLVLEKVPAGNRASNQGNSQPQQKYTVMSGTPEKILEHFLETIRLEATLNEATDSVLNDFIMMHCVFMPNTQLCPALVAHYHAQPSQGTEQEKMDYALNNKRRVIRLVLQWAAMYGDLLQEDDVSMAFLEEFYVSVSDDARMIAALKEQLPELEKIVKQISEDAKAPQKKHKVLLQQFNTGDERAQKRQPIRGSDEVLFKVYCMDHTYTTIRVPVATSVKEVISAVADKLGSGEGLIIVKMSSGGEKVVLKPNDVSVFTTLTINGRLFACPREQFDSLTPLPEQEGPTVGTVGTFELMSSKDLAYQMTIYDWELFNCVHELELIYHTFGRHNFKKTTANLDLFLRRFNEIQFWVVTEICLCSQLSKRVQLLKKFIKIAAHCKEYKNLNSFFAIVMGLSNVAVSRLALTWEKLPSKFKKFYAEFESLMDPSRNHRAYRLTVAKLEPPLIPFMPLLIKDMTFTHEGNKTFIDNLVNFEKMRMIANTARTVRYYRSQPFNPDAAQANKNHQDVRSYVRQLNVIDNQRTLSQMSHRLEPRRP
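Fluorescence exchange assay: 100 nM EPAC2 with 250 nM RAP1B-BODIPY-GDP and 50 uM GDP; compounds tested as a concentration-titration series (qHTS). Loss of Rap1-bound BODIPY-GDP fluorescence read at 480/540 nm; data normalized to 6.5 mM cAMP.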
Mm-Cpn inhibitor – blocks the Methanococcus maripaludis chaperonin Mm-Cpn | Potency, µM (titrated, usually from 76.9 µM), inactives show at the top dose activity, negative = inhibition, most hits filed as inhibitors | AID 504842 | hit rate 0.031% among 330,000 | purified Mm-Cpn ATPase, ADP Transcreener TR-FRET; note: potency is the fitted concentration of half-maximal effect; % is set by controls: 0 for no effect and ±100 for the full control effect; nearly all actives have a fitted effect of over 80% in size
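TR-FRET (320 nm excitation; 590 and 665 nm emission) reports ADP made from 10 uM ATP by 25 nM enzyme; compounds were preincubated 10 min, reaction run 30 min, both at 37°C.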
A549 viability – kills or reduces viability of A549 cells in Nrf2 counter-screen. AID 504648. Potency, µM (titrated, usually from 46 µM), for inactives: top-dose activity change, negative = cytotoxicity, usual class: inhibitors. hit rate 0.16% among 390,000. A549 ARE-Fluc cells, CellTiter-Fluor viability, 18-24 h; note: potency is the fitted concentration of half-maximal effect; % is set by controls: 0 for no effect and ±100 for the full control effect
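A549 ARE-Fluc cells in 5% FBS OPTI-MEM, 5000 cells/well, rested 2 h then exposed to compounds in concentration-response for 18-24 h at 37 °C. Viability by CellTiter-Fluor fluorescence (Ex 405/Em 525) after 30 min; luciferase luminescence (BugLite, 15 min, RT) read afterwards.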
Nrf2 activator – Nrf2 pathway activation; AREc32 ARE-luciferase reporter (MCF7-derived line), luminescence, 24 h; Potency, µM (top dose mostly 46.1 µM), inactives show at the highest dose activation, hits mostly activators; hit rate 0.31% among 410,000; AID 624171; note: potency is the fitted concentration of half-maximal effect; % of control where 0% means no effect; nearly all actives have a fitted effect of over 65% in size
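Nrf2 activation is followed as ARE-luciferase induction in the AREc32 line after one day of compound treatment; luminescence is read with Steady-Glo.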
CCT modulator – modulators of cytosolic chaperonin (CCT/TRiC) activity; hit rate 0.3% among 360,000; purified chaperonin ATPase assay, HTRF ADP detection, 30 min; activity change, % (concentration not given with the values), hits read low; AID 651819; in the data active = activity change below about -30%; note: % is set by controls: 0 for no effect and ±100 for the full control effect
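We incubate TRiC, 40 or 20 nM final, with library compounds at 76 uM and 10 uM ATP for 30 min at 37 °C. ADP formed is detected with Transcreener HTRF reagents after 30 min at room temperature.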
TGFb SMAD3 inh – inhibitors of TGF-b signaling. hit rate 1.2% among 410,000. Potency, µM (series often up to 46.1 µM), for the others: at the top dose activity, negative = inhibition, actives largely listed as inhibitors. AID 588855. HepG2 CAGA-GFP TGF-b/SMAD3 reporter, GFP fluorescence, 18 h; TGF-beta stimulated, 500 pg/mL final; note: potency is the fitted concentration of half-maximal effect; % is set by controls: 0 for no effect and ±100 for the full control effect; nearly all actives have a fitted effect of over 65% in size
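HEPG2 CAGA-GFP reporter cells (1000/well, DMEM with 1% FBS) received compounds, then recombinant TGF-beta at 500 pg/mL final for 18 hours at 37 degrees C. Per-cell GFP summed per well was normalised to unstimulated and stimulated DMSO controls before curve fitting.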
Nrf2 block – inhibitors of Nrf2 signaling. A549 ARE-Fluc reporter, luciferase luminescence, 18-24 h. Potency, µM (highest dose often 46 µM), inactives show at the top dose activity change, negative = inhibition, usual class: inhibitors. hit rate 2.1% among 360,000; note: potency is the fitted concentration of half-maximal effect; % is set by controls: 0 for no effect and ±100 for the full control effect; nearly all actives have a fitted effect of over 60% in size
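Nrf2 function is reported as luminescence of an ARE-controlled luciferase in A549 cells. Compounds were tested at several concentrations, and a CellTiter-Fluor read on the same wells flagged cytotoxicity.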
EPAC2 antagonist – EPAC2 (human) antagonism; hit rate 0.18% among 360,000; Q8WZA2; Potency, µM (series often up to 114 µM), without a hit: at the top dose activity, negative = inhibition, usual class: inhibitors; EPAC2 GEF exchange of Rap1B-BODIPY-GDP, fluorescence; note: potency is the fitted concentration of half-maximal effect; % is set by controls: 0 for no effect and ±100 for the full control effect; nearly all actives have a fitted effect of over 45% in size; many of its hits are not listed in these tables
* = called active by the depositor; i = inactive; ? = inconclusive; . = not tested or not shown; & = joins results of further samples; [ ] = dose if it differs, or a comment. Unless noted, calls come from the whole dose curve; as a rule, active = well fitted curve in the direction sought with a large enough effect; inconclusive = small, poorly fitted or top-dose-only effect, or another doubt; inactive = no such curve, though single readings can be large; an effect the other way counts as inactive or inconclusive. The list is partial, so the mix of outcomes need not match the whole.

canonical_smiles | A549 viability | TGFb SMAD3 inh | CCT modulator | Nrf2 activator | Mm-Cpn inhibitor | EPAC2 agonist | Nrf2 block | pAkt inh | EPAC2 antagonist
COc1ccc(NC(=O)c2cc(C3CCCCN3C(=O)CCc3ccccc3)on2)c(C)c1 (stereo not given) | . | -12% | 0.8 | 4.9% | . | 7% | . | i | 9%
CNS(=O)(=O)c1cc(Nc2ncnc3sccc23)ccc1C | 10% | -1% | -1.1 | 3.7% | 1% | 17% | -6% | i | 1%
COc1ccc(CNC(=O)CCc2c(C)c3cc4c(C)c(C)oc4cc3oc2=O)cc1 | 3% | -28% | . | 4.5% | . | . | 12% | . | .
Oc1c(I)cc(Cl)c2cccnc12 | -10% | 16µM* | 0.4 | -1.6% | 0% | 8% | ? | i | -18%
Cc1c(-c2nn(C)c(=O)c3ccccc23)oc2ccc(F)cc2c1=O | 6% | 2% | 0.8 | 4.7% | 1% | 8% | -5% | ? | 4%
CC(C)=CCOc1ccc2c(C)c(CC(=O)N3C[C@H]4C[C@@H](C3)c3cccc(=O)n3C4)c(=O)oc2c1C | 1% | 0% | -0.5 | 2.4% | 0% | -8% | 20% | i | 2%
COc1ccc(NC(=O)c2c(Cl)n(C)c3ccccc23)cc1 | -19% | 10% | -0.7 | 16% | 0% | -1% | . | i | 4%
CCOc1ccccc1C(=O)Oc1ccc2ccc(=O)oc2c1 | 0% | -5% | -0.4 | 3.8% | -1% | 17% | 6% | i | -10%
COc1cc(C)c(Br)cc1S(=O)(=O)NCc1ccncc1 | -6% | -21% | -0.6 | -0.1% | -3% | 9% | 3.3µM* | i | -3%
O=P(O)(c1ccc(Cl)cc1)c1ccc(Cl)cc1 | 2% | -27% | -5.1 | -1.7% | -1% | 17%[15.6 µM] | -11% | . | 10%
CCOc1ccc(C2Sc3ccccc3NC3=C2C(=O)OC3)cc1 (stereo not given) | 2% | -17% | 0.6 | 3.3% | 2% | 14% | 8% | i | -23%
Cc1ccccc1CCN1CCCC(CN(C)C(=O)C(=O)c2ccco2)C1 (stereo not given) | 0% | -21% | 3.1 | 3.7% | 1% | -1% | 10% | i | -2%
COCCN(C(=O)CCN1C(=O)C2CC=CCC2C1=O)c1c(N)n(CC(C)C)c(=O)[nH]c1=O (stereo not given) | 1% | 12% | -0.5 | -0.6% | 0% | 6% | 4% | i | 3%
CCn1cc(C(=O)NCc2cccc(C(F)(F)F)c2)c(=O)c2ccc(C)nc21 | -11% | -3% | -1.1 | 0.2% | 1% | -8% | 0% | i | -6%
O=C(CCn1c(=O)[nH]c2ccsc2c1=O)N1CC(=O)N(CCc2ccccc2)C(=O)C1 | -14% | -15% | -1.4 | -0.4% | -14% | 4% | 8% | i | 8%
CCOC(=O)c1c(C)nc2sc3c(=O)n(-c4ccc(C(C)=O)cc4)nnc3c2c1-c1ccc(Cl)cc1 | ? | ? | 0.7 | 0.0% | -4% | 4% | 18µM* | i | 13%
CN1C(=O)/C(=C/c2cccc(Cl)c2)Sc2ccc(C(=O)NCc3cccnc3)cc21 | -2% | ? | 0.7 | 6.5% | 1% | 12% | ? | i | -7%
COc1ccc(N2CCN(S(=O)(=O)CCNC(=O)COc3ccc(Cl)cc3)CC2)cc1 | 5% | -4% | -40* | 0.7% | 0% | -4% | -11% | i | 1%
CC(=O)Nc1ccc2nc(NC(=O)COc3ccc(C)cc3)sc2c1 | 0% | 8% | -3.0 | 0.1% | -3% | 5% | 5% | i | 3%
CC1C(=O)N(Cc2cn(CC3CCCCC3)nn2)CCS(=O)(=O)N1Cc1ccc(-c2ccc(Cl)c(Cl)c2)cc1 (stereo not given) | . | ? | 1.0 | -0.3% | . | -3% | . | i | 7%
O=C(Nc1cccc(-n2cnnn2)c1)c1cnccc1Cl | 1% | 18% | -0.3 | 2.4% | 2% | 10% | 24% | i | 0%
COc1ccccc1-c1ocnc1C(=O)N1CCN(C(=O)C(c2ccccc2)c2ccccc2)CC1 | -1% | 3% | -1.6 | 6.0% | -21% | 17% | -1% | i | -7%
O=S1(=O)N=C(Nc2cccc(C(F)(F)F)c2)c2ccccc21 | -1% | -14% | . | 9.2% | . | . | ? | . | .
CC1=C(C(=O)N2CCOCC2)C(c2c(C)cc(C)cc2C)NC(=S)N1 (stereo not given) | 3% | -6% | -2.0 | -0.1% | -9% | 8% | -6% | i | 3%
COc1ccccc1NC(=O)CSc1nnc(-c2ccc(C)cc2)o1 | -3% | 5% | -1.7 | 2.4% | 0% | 9% | ? | i | 10%
COCCN(Cc1cc2cc(C)cc(C)c2nc1Cl)C(=O)Nc1ccccc1 | -18% | ? | -3.7 | 0.3% | 0% | 16% | 6% | i | -8%
O=C(COc1ccc(C(=O)c2ccccc2)cc1)Nc1ncccc1O | 0% | 0% | -2.8 | 2.3% | . | 1% | 3% | i | -5%
O=C(NCc1ccco1)C1CCCN1C(=O)Nc1ccccc1[N+](=O)[O-] (stereo not given) | 1% | 6% | 1.1 | 0.2% | -1% | 6% | -2% | i | -3%
COc1cccc(C(=O)Nc2nc(-c3ccncc3)cs2)c1 | 1% | 15% | -2.9 | 1.8% | -2% | 18% | ? | i | 1%
CCC(C)Nc1nc(Cl)nc(NCCOc2ccccc2)n1 (stereo not given) | 5% | -6% | -7.6 | -0.9% | -1% | 2% | -12% | i | -10%
C[C@@H]1CN([C@H](C)CO)S(=O)(=O)c2ccc(-c3ccc(C(=O)N(C)C)cc3)cc2O[C@H]1CN(C)C(=O)Cc1ccccn1 | . | 5% | -0.1 | -0.6% | . | 1% | . | i | 1%
Cn1c(=NC(=O)C2CC2)sc2cc(F)cc(F)c21 | 10% | -18% | -2.8 | 19% | 1% | 9% | 18% | i | 0%
O=C(NCCc1ccccc1Cl)C1CCN(S(=O)(=O)c2cccs2)CC1 | 1% | ? | 0.2 | -0.3% | 0% | 13% | ? | i | -9%
Cc1oc(-c2ccccc2F)nc1CS(=O)(=O)CC(=O)N1CCc2ccccc21 | 3% | -17% | -1.4 | -1.2% | 1% | -1% | -16% | i | -3%
COc1ccc(C2=NOC(Cn3nc(C(=O)NCc4cccc(C(F)(F)F)c4)cc3-c3ccccc3)C2)cc1 (stereo not given) | 0% | -8% | 0.3 | -0.3% | 0% | 25% | 0% | i | -7%
CCCCOC(=O)Nc1nnc(/C=C/c2ccc(OC)cc2)s1 | 3% | -24% | -1.3 | 6.8% | 1% | 7% | -26% | i | 3%
O=Cc1c[nH]c2ccc(S(=O)(=O)N3CCCCC3)cc12 | . | -2% | 0.6 | -0.8% | . | 20% | . | i | -4%
COc1cccc(OC)c1C(=O)NC(=S)Nc1ccc(N2CCOCC2)c(Cl)c1 | -2% | -1% | 0.3 | 0.3% | 4% | 10% | 20% | i | 4%
Cc1ccc2c(c1)c1c(c(=O)n(-c3ccccc3C)c(=O)n1CC(=O)NCC1CCCO1)n2C (stereo not given) | -6%&-15% | ? | -2.6 | -0.4%&-0.1% | -1% | 2% | 4%&-8% | i | -3%
CC(C)c1ccc(NS(=O)(=O)c2ccc3[nH]cc(C(=O)NCCc4ccccc4)c(=O)c3c2)cc1 | 0% | -6% | . | -0.3% | . | . | -18% | . | .
CCCC(C)c1nnc(NC(=O)CCS(=O)(=O)Cc2ccccc2)s1 (stereo not given) | 7% | 0% | -0.2 | 7.0% | -2% | 12% | -5% | i | -1%
Cc1cc(C)n(-c2nc3c(c(=O)n(C)c(=O)n3C)n2C)n1 | -4% | 17% | 0.5 | 0.4% | 1% | -19% | -2% | i | -6%[57.1 µM]
COc1ccc(Cn2c(=O)[nH]c3cc(C(=O)N4CCN(c5ccccn5)CC4)ccc3c2=O)cc1 | -2% | 12% | 0.2 | -0.4% | -1% | 5% | -4% | i | 2%
O=C(O)C1C(c2ccccc2)C(C(=O)Oc2ccccc2)C1c1ccccc1 (stereo not given) | -3% | -8% | -2.9 | -0.8% | 0% | -4% | -6% | i | -7%[57.1 µM]
CCNC(=S)N1CCN(CC(=O)Nc2ccc(OC)cc2)CC1 | 0% | 5% | 1.9 | -0.6% | 2% | 1% | -13% | i | 2%
CCn1nc(Cc2cccc3ccccc23)c(C#N)c1N | -5% | -3% | . | -0.7% | . | 9% | -3% | . | -14%
CC1CN(C(=O)C2(C)CC2(Cl)Cl)CC(C)O1 (stereo not given) | -5% | -1% | -2.8 | -0.9% | 1% | 1% | 6% | i | 6%
Cc1ccc(C(=O)n2nc(-c3cccnc3)nc2N)cc1 | -18% | -28% | -2.7 | -2.9% | -2% | 4% | 1.3µM* | i | -3%
Nc1ccc(-n2cc(-c3ccccc3)[nH]c2=S)cc1 | 1% | 10% | 0.0 | 2.5% | -3% | 9% | -9% | i | 1%
O=C(Cn1cnc2cc([N+](=O)[O-])ccc2c1=O)Nc1ccc(Br)cc1 | 0% | -12% | -15 | 1.5% | -9% | 1% | ? | i | -1%
Cc1ccccc1Cn1ccc(NC(=O)c2cc3ncc(Br)cn3n2)n1 | 9% | -8% | 1.0 | -0.2% | -5% | 7% | 2% | i | -4%
CCc1nc2ccccc2nc1N1CCN(S(=O)(=O)c2ccccc2)CC1 | -1% | 13% | -2.8 | 2.2% | -1% | 1% | -26% | i | -13%
CCC(=O)c1cc(F)c(N2CCN(C(=O)c3ccco3)CC2)cc1C | 1% | ? | -0.6 | 0.8% | 0% | 5% | 16% | i | -10%
COc1ccc2nc(NC(=O)CS(=O)(=O)c3ccc(C)cc3)sc2c1 | -1% | -2% | -0.1 | 3.3% | -19% | 11% | 8% | i | -4%
Cc1cccc(NC(=O)CCCc2ccccc2)c1C | 1% | 13% | -3.2 | 0.5% | -1% | 3% | 11% | i | 5%

From PubChem BioAssay
